# KCNK3 block = human KCNK3 channel inhibition, primary screen. B-score at 10 µM. CHO-KCNK3 thallium flux, FluxOR fluorescence; stronger effect = lower value. AID 602410. O14649. actives 0.84% (n = 340,000);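 active = B-score under library mean minus 4 SD, starting fluorescence ratio at most library mean plus 5 SD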;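 note: more negative B-score means stronger inhibition of thallium flux through KCNK3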
# KCNK9 block = inhibitors of human KCNK9 two-pore domain potassium channel | Q9NPC2 | HEK293 KCNK9, FluxOR thallium flux fluorescence; stronger effect = lower value | B-score at 10 µM | actives 1.2% (n = 310,000) | AID 488922;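 active = ratio B-score over 3 SD below the library mean, with starting fluorescence within 5 SD of its mean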;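 note: negative B-score means less thallium flux so channel inhibition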
# RGS4 pot = RGS4 potentiation or activation. HEK293 M3R/inducible RGS4, carbachol calcium flux Fluo4; stronger effect = lower value. B-score at 10 µM. actives 0.92% (n = 310,000). AID 463111;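 active = B-score of the integrated calcium signal more than 4 SD below the library mean, with starting fluorescence not abnormally high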;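 note: negative B-score means reduced calcium response which marks RGS4 activation or potentiation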
#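 Assay system: Inducible-RGS4 HEK293 cells carrying M3 receptor | Schedule: Compound preincubation 20 min at room temperature before agonist | Signal: Kinetic calcium fluorescence imaging with Fluo4-AM dye, 2 µM | Read-out basis: B score from integrated fluorescence ratio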
# HDAC3 inhib = human HDAC3 inhibition; recombinant HDAC3, fluorogenic peptide/trypsin coupled, fluorescence; actives 0.15% (n = 320,000); inhibition, % at 8.3 µM; in the data active = inhibition above about 26%, passing the limit was not always enough; inconclusive = no clear call, values can overlap the other calls
# Target sequence (O15379 whole entry, looked up): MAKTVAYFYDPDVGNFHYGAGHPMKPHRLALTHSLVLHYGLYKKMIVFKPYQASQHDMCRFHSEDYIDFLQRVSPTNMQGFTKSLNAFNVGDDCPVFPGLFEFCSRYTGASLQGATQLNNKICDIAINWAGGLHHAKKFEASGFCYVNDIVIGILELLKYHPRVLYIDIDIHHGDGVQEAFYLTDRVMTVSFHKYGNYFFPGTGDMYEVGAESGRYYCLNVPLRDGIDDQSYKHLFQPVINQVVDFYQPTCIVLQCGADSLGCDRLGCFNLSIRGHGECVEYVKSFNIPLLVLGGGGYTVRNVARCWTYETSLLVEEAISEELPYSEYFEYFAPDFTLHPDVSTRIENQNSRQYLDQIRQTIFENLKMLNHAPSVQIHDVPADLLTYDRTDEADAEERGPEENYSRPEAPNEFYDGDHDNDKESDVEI
# ANO1 block = mouse TMEM16A channel inhibition, primary screen; HEK293 TMEM16A/YFP iodide influx fluorescence, ionomycin; normalized B-score (activity score, 25-100; higher = stronger inhibition) at 10 µM; Q8BHY3; actives 1.2% (n = 310,000); AID 588511;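 active = ratio plate-corrected score three or more library SD toward inhibition, starting fluorescence score within five deviations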;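 note: score derived from kinetic fluorescence span divided by baseline fluorescence per well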
# KCNQ1 pot = human KCNQ1 channel potentiation or activation; CHO-K1 KCNQ1, thallium flux FluxOR fluorescence; stronger effect = higher value; actives 0.35% (n = 310,000); B-score at 10 µM; AID 2648; P51787;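 active = fluorescence ratio B-score, a plate-corrected score, at least three library SD, with initial intensity B-score within 5 SD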
# Target sequence (P51787 whole entry, looked up): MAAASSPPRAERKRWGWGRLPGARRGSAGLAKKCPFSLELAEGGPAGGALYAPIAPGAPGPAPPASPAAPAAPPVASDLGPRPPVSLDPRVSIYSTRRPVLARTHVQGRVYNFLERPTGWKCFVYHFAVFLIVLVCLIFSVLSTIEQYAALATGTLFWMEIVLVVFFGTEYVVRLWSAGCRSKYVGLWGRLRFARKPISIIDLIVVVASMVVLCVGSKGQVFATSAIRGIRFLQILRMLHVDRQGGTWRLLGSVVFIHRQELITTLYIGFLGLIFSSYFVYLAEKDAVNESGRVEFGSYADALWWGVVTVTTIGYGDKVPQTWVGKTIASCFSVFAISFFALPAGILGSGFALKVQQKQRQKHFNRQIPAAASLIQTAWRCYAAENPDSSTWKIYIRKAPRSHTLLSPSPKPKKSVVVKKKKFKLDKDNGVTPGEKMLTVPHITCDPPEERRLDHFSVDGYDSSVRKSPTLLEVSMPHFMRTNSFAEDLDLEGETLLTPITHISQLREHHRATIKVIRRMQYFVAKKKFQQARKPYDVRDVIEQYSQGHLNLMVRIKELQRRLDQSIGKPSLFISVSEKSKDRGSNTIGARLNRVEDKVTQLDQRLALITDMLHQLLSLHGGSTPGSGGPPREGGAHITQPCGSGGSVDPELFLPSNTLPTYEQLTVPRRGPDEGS
#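 Doses: Single concentration per compound, DMSO matched to controls | Test system: KCNQ1-transfected CHO-K1 cells | Timing: 90 min dye loading and 20 min compound exposure, both at room temperature | Measured by: Kinetic FluxOR thallium fluorescence, 10-s 1-Hz baseline, 110-s post-stimulus read | Medium: Assay buffer with matched DMSO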
# KCNQ1 block = human KCNQ1 channel inhibition; P51787; B-score at 10 µM; actives 1.3% (n = 310,000); AID 2642; CHO-K1 KCNQ1, FluxOR thallium flux fluorescence; stronger effect = higher value;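 active = compounds whose thallium flux B-score, printed positive for inhibition, exceeds three library SD while starting fluorescence stays within three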;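 note: channel opened by potassium depolarization with thallium stimulus after 20 min compound exposure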
# SKKanGAS inh = inhibitors of SKKanGAS S. pyogenes growth in kanamycin (SK-promoter or general growth effect) | BacTiter-Glo, 6 h | inhibition, % at 7.5 µM | actives 1.3% (n = 300,000) | AID 1662;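 active = mean replicate score, as percent of positive control median, at least 50; inconclusive = mean below 50 but one replicate at or above 50; inactive = mean and every replicate below 50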;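 note: strain carries kanamycin resistance gene driven by streptokinase promoter and grows in 40 µg/ml kanamycin; loss of luminescence reflects streptokinase promoter inhibition or plain growth inhibition; 0% = median of DMSO wells and 100% = positive control at its reference dose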
# RGS4 block = inhibitors of human RGS4. P49798. HEK293 M3R/RGS4 inducible, Fluo-4 calcium flux; stronger effect = higher value; triggered by carbachol at its EC20. B-score at 10 µM. actives 0.45% (n = 310,000);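 active = B-score, a plate-corrected calcium signal, over three deviations above library mean, with baseline fluorescence within five deviations of library mean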;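 note: RGS4 expression induced by doxycycline in cells with stable M3 receptor; B-score is computed from the integrated fluorescence ratio over baseline after carbachol; higher B-score means a larger calcium signal and so more RGS4 inhibition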
# ANO1 activ = activators or potentiators of mouse TMEM16A chloride channel. Q8BHY3. HEK293 TMEM16A/YFP-H148Q/I152L, iodide quench fluorescence; stronger effect = lower value. B-score at 10 µM. actives 0.3% (n = 340,000);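 active = fluorescence-ratio B-score plate-corrected deviation score at least 3 library SD below zero, with starting fluorescence score within 5 deviations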;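 note: channel opened by trigger with iodide after compound preincubation; score built on the fluorescence ratio of max minus min over baseline; more negative score means more quench and so TMEM16A activation or potentiation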
# hERG rescue = compounds protecting human hERG from proarrhythmic drug block; CHO-hERG, FluxOR thallium flux, dofetilide IC70 present; AID 1511; actives 0.51% (n = 310,000); activation (rescue from dofetilide block), less the hit threshold, % at 10 µM;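 active = activation above the mean of controls blocked by dofetilide plus 5 SD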;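 note: thallium influx through hERG after potassium depolarization seen as dye fluorescence rise; in these data hits start at about 4.7%; inactives centre near -7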
# Active calls of the source: *; i = inactive; ? = inconclusive.
SMILES,KCNK3 block,KCNK9 block,RGS4 pot,HDAC3 inhib,ANO1 block,KCNQ1 pot,KCNQ1 block,SKKanGAS inh,RGS4 block,ANO1 activ,hERG rescue
O=C(COC(=O)c1cc([N+](=O)[O-])ccc1N1CCOCC1)NCc1ccc(F)cc1,i,i,i,-1,i,i,i,-10,i,i,-11
COc1ccc2c(c1)c1ncn(CCN3CCCCC3)c(=O)c1n2C,i,i,i,-31,i,i,i,2,i,i,-8
CC(=O)c1cccc(NC(=O)c2cccc3ccccc23)c1,i,i,i,-3,i,i,i,-5,i,i,-7
CCOC(=O)/N=C(/NC(=O)Nc1ccc(C(=O)OCC)cc1)OC,i,i,i,-5,i,i,i,4,i,i,-7
Oc1ccccc1Nc1nc(NCc2ccccc2)c2ccccc2n1,-12*,i,i,17,100*,i,i,3,i,i,-15
O=c1cc(-c2ccc(O)cc2)oc2ccc(O)cc12,i,i,i,2,i,i,i,7,i,i,-7
COc1ccc(C(=O)NC(C(=O)NCC(=O)Nc2c(C)cccc2C)C(C)C)cc1 (stereo not given),i,i,i,-1,i,i,i,6,i,i,-7
COc1ccccc1NC(=O)Cc1cccs1,i,i,i,0,i,i,i,8,i,i,-6
Cc1noc(NS(=O)(=O)c2ccc(N/C=C/C(=O)c3ccc4c(c3)OCO4)cc2)c1C,i,i,i,3,i,i,i,6,i,i,-3
O=C(NC(Cc1ccccc1)C(=O)O)/C(=C/c1ccccc1)NC(=O)c1ccccc1 (stereo not given),i,i,i,-1,i,i,i,4,i,i,-7
CC(C)Oc1ccc(S(=O)(=O)N2CCOCC2)cc1NC(=O)CC1OC(=O)c2ccccc21 (stereo not given),i,i,i,-3,i,i,i,-9,i,i,-5
Cc1nc2ccc(NC(=O)c3cc(Cl)ccn3)cc2s1,i,i,i,-4,i,i,i,-4,i,i,-14
CCOC(=O)C1=NNC(C(=O)c2ccc(OC)cc2)C1c1ccccc1 (stereo not given),i,i,i,-3,i,i,i,8,i,i,-9
N/C(=N\OC(=O)/C=C/c1ccccc1Cl)c1ccncc1,i,i,i,2,i,i,i,0,i,i,-18
CCCN1CCN(CCCNC(=O)c2ccc3nc(N4CCCCC4)sc3c2)CC1,i,i,i,-1,i,i,i,1,i,i,-3
Nc1nc(-c2cccnc2)nn1C(=O)COc1ccccc1,i,i,i,-5,i,i,i,3,i,i,-11
CCN(c1ccc(NC(=O)CSc2nnc3nc(C)cc(C)n23)cc1)C(C)C,i,i,i,5,i,i,i,0,i,i,-9
CC(C)(C)n1nc2c(c1NC(=O)c1cccs1)CS(=O)C2 (stereo not given),i,i,i,4,i,i,i,0,i,i,-9
Cc1ccc2cc(CN(CC3CCCO3)C(=O)c3cccs3)c(=O)[nH]c2c1 (stereo not given),i,i,i,2,i,i,i,0,i,i,-6
N#C/C(=C\c1cn[nH]c1-c1ccc(Cl)cc1)C(=O)NC1CC1,i,i,i,-1,i,i,i,-3,i,i,-12
CC(Sc1nnc(Cc2cccs2)n1C1CCCCC1)C(=O)NCc1ccco1 (stereo not given),i,i,i,-4,i,i,i,5,i,i,-9
O=C(O)c1ccc(/C=C2/SC(=S)N(Cc3ccccc3)C2=O)cc1,i,i,i,2,i,i,i,5,i,i,-4
O=C(O)c1cc(/C=N\O)ccc1OCc1ccccc1,i,i,i,0,i,i,i,-1,i,i,4
O=C(CNC1CCCCCC1)Nc1ccccc1N1CCOCC1,i,i,i,6,i,i,i,5,i,i,-1

# Another view of part of the listing above.
canonical_smiles | KCNK3 block | KCNK9 block | RGS4 pot | HDAC3 inhib | ANO1 block | KCNQ1 pot | KCNQ1 block | SKKanGAS inh | RGS4 block | ANO1 activ | hERG rescue
CCOC(=O)C1=NNC(C(=O)c2ccc(OC)cc2)C1c1ccccc1 (stereo not given) | i | i | i | -3 | i | i | i | 8 | i | i | -9
CC(Sc1nnc(Cc2cccs2)n1C1CCCCC1)C(=O)NCc1ccco1 (stereo not given) | i | i | i | -4 | i | i | i | 5 | i | i | -9
Nc1nc(-c2cccnc2)nn1C(=O)COc1ccccc1 | i | i | i | -5 | i | i | i | 3 | i | i | -11
CC(C)(C)n1nc2c(c1NC(=O)c1cccs1)CS(=O)C2 (stereo not given) | i | i | i | 4 | i | i | i | 0 | i | i | -9

# (listing goes on)
SMILES,KCNK3 block,KCNK9 block,RGS4 pot,HDAC3 inhib,ANO1 block,KCNQ1 pot,KCNQ1 block,SKKanGAS inh,RGS4 block,ANO1 activ,hERG rescue
COc1ccc2cc(C(=O)C3CCCN(C(=O)CCc4cnn(C)c4)C3)ccc2c1 (stereo not given),i,i,i,-62,i,i,i,-5,i,i,-8
Cc1nn(CC(=O)NCCCN2CCCCC2)c(=O)c2cc(-c3ccccc3)nn12,i,i,i,4,i,i,i,-1,i,i,-7
CN(C)c1ccc(/C=C(\C#N)C(=O)c2ccccc2)cc1,i,i,i,0,i,i,i,-3,i,i,-5
O=C(NCCc1ccccc1)c1ccc2c(c1)S(=O)(=O)c1ccccc1C2=O,i,i,i,0,i,i,i,5,i,i,-8
COc1ccccc1CNC(=O)C1CCN(S(=O)(=O)c2ccc3c(c2)CC(C)N3C(C)=O)CC1 (stereo not given),i,i,i,-5,i,i,i,23,i,i,-11
CC(C)N(C(=O)CN(C#N)c1nc(N(C)C)nc(N(C)C)n1)c1ccccc1,i,i,i,3,i,i,i,0,i,i,-2
CC(C)c1ccc(-c2nc(N3CCCCCC3)nc3n[nH]c(N)c23)cc1,i,i,i,?,i,i,i,26,i,i,-3
CCc1oc(C(=O)O)cc1CN(CC)CC,i,i,i,0,i,i,i,2,i,i,-8
Cc1nnc(SCC(=O)NCc2ccco2)n1-c1ccccc1,i,i,i,0,i,i,i,0,i,i,-10
Cc1c(C(=O)N(C)C2CC(C)(C)NC(C)(C)C2)oc2c(F)cccc12,i,i,i,-6,i,i,i,-2,i,i,-10
CCOC(=O)NC(=O)CSc1nnnn1-c1ccc(Cl)cc1,i,i,i,-6,i,i,i,-15,i,i,-3
CC(C)Nc1nc(NC(N)=S)nc(NC(C)C)n1,i,i,i,6,i,i,i,-5,i,i,-5
Cn1c(NCCO)nc2c(c1=O)C1(CCCCC1)Cc1ccccc1-2,i,i,i,-3,i,i,i,-9,i,i,-2
COc1ccc(C2OC3=C(Nc4cc(C)c(C)cc4N3)C2=O)cc1 (stereo not given),i,i,i,3,i,i,i,-2,i,i,-2
O=C(Nc1ccc(OCc2ccccc2)cc1)c1cccs1,i,i,i,-1,i,i,i,2,i,i,-10
COc1ccc(OC)c(C2C(C(C)=O)=C(O)C(=O)N2c2ccc(O)cc2)c1 (stereo not given),i,i,i,9,i,i,i,-7,i,i,-1
Clc1ccc(Cn2ncc3c(N4CCCCC4)ncnc32)cc1,i,i,i,0,i,i,i,-4,i,i,-3
COc1ccc(/C=C/C(=O)NCC(=O)N/N=C/c2ccc(OC)cc2)cc1,i,i,i,0,i,i,i,15,i,i,-10
CCCn1c(SCC(=O)NNC(=O)c2ccccc2)nnc1-c1cccnc1,i,i,i,-1,i,i,i,0,i,i,-5
O=C(N/N=C/c1c(O)n(-c2ccc(Cl)cn2)c(=O)c2ccccc12)c1ccncc1,i,-6.9*,-9.6*,11,i,i,11*,36,i,i,-28
C=C(C)c1cccc(C(C)(C)NC(=O)Nc2ncccn2)c1,i,i,i,-7,i,i,i,-5,i,i,-7
CCCN1C(=O)c2cc(C(=O)Nc3cccc(C(C)=O)c3)ccc2C1Nc1cccc(C(C)=O)c1 (stereo not given),i,i,i,2,i,i,i,15,i,i,-17
O=C(Cc1ccc(Cl)cc1)Nc1ccc(Br)cn1,i,i,i,1,i,i,i,3,i,i,-8
Cc1cc(C)c(OCCCON2C(=O)CCC2=O)c(Br)c1,i,i,i,-4,i,i,i,-2,i,i,-2
COc1cc(OC)cc(C(=O)NNC(=O)C2CCCC2)c1,i,i,i,-4,i,i,i,-5,i,i,-1
COc1ccc(CCN=C(N)NS(=O)(=O)c2cc(F)ccc2OC)cc1,i,i,i,1,i,i,i,11,i,i,-7
Cc1ccnc2nc(C(=O)OCC(=O)N(CC(C)C)CC(C)C)nn12,i,i,i,3,i,i,i,1,i,i,-10
COc1ccc(-c2nc3cnccn3c2Nc2ccc(C)cc2)cc1,i,i,i,-1,i,i,i,-8,i,i,-16
O=C(Nc1cccc(Cl)c1)/C(=C\c1cccnc1)NC(=O)c1ccco1,i,i,i,-1,i,i,i,-1,i,i,-9
CN(C)CCN(Cc1ccccc1)C(=O)C1CCN(c2ncnc3c2nc2n3CCCCC2)CC1,i,i,i,-5,i,i,i,-8,i,i,-5
N#C/C(=C(\O)CCl)c1nnc2n1CCCCC2,i,i,i,-2,i,i,i,0,i,i,-7
COc1cc(C(=O)N2C[C@@H]3CCC[C@H]2C3)ccc1OC1CCN(C(C)=O)CC1,i,i,i,-2,i,i,i,2,i,i,-10
Cc1ccccc1Cn1c(=O)n(CCC(=O)NCc2ccc3c(c2)OCO3)c(=O)c2ccccc21,i,i,i,7,i,i,i,1,i,i,-20
Cc1cccc(N2C(=O)C3C4CC(=O)C(c5ccccc54)C3C2=O)c1C (stereo not given),i,i,i,4,i,i,i,-3,i,i,-3
COC(=O)[C@H](C)NC(=O)Nc1ccc(C)c(C)c1,i,i,i,-3,i,i,i,0,i,i,-5
CCN(CC)CCCN1CC(=O)N2[C@@H](Cc3c([nH]c4ccccc34)C2(C)C)C1=O,i,i,i,2,i,i,i,1,i,i,-4
CSc1nc2ncc(-c3ccsc3)c(N)n2n1,i,i,i,5,i,i,i,1,i,i,-6
COCCn1c(SCC(=O)N2CCCCC2)nc2c([nH]c3ccccc32)c1=O,i,i,i,-7,i,i,i,13,i,i,-9
CCCCCCSc1cc(-c2nc3cnccn3c2NCc2ccccc2)ccc1OC,i,i,-9.7*,5,i,i,i,65*,i,i,-20
Cc1ccc(S(=O)(=O)NCc2ccc(/C=C(/C#N)C(=O)NCc3ccccc3)o2)cc1,i,i,i,-2,i,i,i,0,i,i,-13

# Outcome played no part in choosing rows. About 6.3% of those tested had a hit in this group.
